From PubChem BioAssay
COUP-TFII inh = NR2F2 transcriptional activity inhibitors, primary screen, cell-based, luciferase reporter, HEK293T, luminescence. COUP transcription factor 2 (Homo sapiens), P24468. HEK293T NGFI-A luciferase reporter. inhibition, % at 8.6 µM. actives 0.7% (n = 370,000). AID 686940, 2013;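 active = inhibition above a per-plate cutoff, mean inhibition of test wells between control levels plus 3 SD, cut at about 38% in these data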;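 also: cells cotransfected with COUP-TFII expression vector driving the NGFI-A reporter; 0% = median of COUP-TF2 test wells and 100% = reporter-only cells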
Target sequence (P24468 whole entry, looked up): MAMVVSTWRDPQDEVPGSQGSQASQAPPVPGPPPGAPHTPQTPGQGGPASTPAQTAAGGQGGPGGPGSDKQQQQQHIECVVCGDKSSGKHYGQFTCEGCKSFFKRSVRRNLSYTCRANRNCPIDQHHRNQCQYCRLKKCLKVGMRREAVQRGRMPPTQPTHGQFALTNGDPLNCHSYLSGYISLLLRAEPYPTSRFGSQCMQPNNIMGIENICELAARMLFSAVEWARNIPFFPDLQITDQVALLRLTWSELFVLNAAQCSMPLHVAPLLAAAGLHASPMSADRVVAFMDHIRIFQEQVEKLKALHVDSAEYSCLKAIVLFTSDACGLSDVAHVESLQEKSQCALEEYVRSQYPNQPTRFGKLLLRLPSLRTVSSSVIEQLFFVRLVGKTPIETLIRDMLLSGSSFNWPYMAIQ
NCOA1 inh = SRC1 coactivator transcriptional activity inhibitors, primary screen, cell-based, luminescence. Nuclear receptor coactivator 1 (Homo sapiens), Q15788. HEK293 GAL4-SRC1 luciferase reporter. inhibition, % at 3.6 µM. actives 0.12% (n = 360,000);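 active = inhibition above the campaign mean plus 3 SD, with each screening campaign given its own cutoff, cut at about 60% in these data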;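 also: 0% = DMSO treated cells and 100% = gossypol at 36 µM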
SRC2 inh = inhibition of GAL4-SRC2 driven luciferase reporter, primary screen, SRC2 inhibitor project, cell-based, luminescence; inhibition, % at 9 µM; HEK293 GAL4-SRC2 luciferase reporter; actives 0.17% (n = 370,000); AID 651957, 2012; Nuclear receptor coactivator 2 (Homo sapiens), Q15596;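 active = inhibition above the mean inhibition of all tested compounds plus 3 SD, set per campaign, cut at about 52% in these data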;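 also: 0% = DMSO treated cells and 100% = cells given Gossypol at 36 µM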
TLR9-MyD88 inh = inhibitors of TLR9-MyD88 association in cells, primary screen, cell-based, CHO, BLA complementation, fluorescence; actives 0.21% (n = 340,000); Toll-like receptor 9 (Homo sapiens) + Myeloid differentiation primary response protein …; CCF4 FRET ratio; AID 504734, 2011; inhibition, % at 4.98 µM;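 active = inhibition above the mean over all tested compounds plus 3 SD, cut at about 21% in these data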;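 also: 0% = DMSO only wells and 100% = clavulanate BLA inhibitor control wells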
EBV LMP1 NFkB = EBV LMP1-driven NF-kappaB luciferase reporter inhibitors, primary screen, cell-based, luminescence, single point; LMP1-induced NF-kappaB luciferase reporter cells; inhibition, % at 12.5 µM; actives 0.69% (n = 350,000); AID 504558, 2011; in the data active = inhibition above about 41%;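 also: 0% = neutral control wells and 100% = reference inhibitor control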
TRAIL sens C8 = viability loss with TRAIL in NB7+C8 cells, primary screen, TRAIL sensitizer project, cell-based, ATPlite luminescence. actives 1% (n = 360,000). AID 624354, 2012. inhibition (viability loss, TRAIL sensitization), % at 10 µM;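 active = compounds causing at least 50% loss of cell viability in the single-dose screen, relative to plate controls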
Vif inh = HIV Vif self-association inhibitors, primary screen, imaging, HEK293T, single point; inhibition, % at 7.49 µM; actives 0.35% (n = 340,000); HEK293T cells, Vif self-association by quenched fluorescence, 24 h; in the data active = inhibition above about 50%, passing the limit was not always enough; also: some results filed as inactive read as strong as hits
NR5A2 inv ag = LRH-1 (NR5A2) inverse agonists, primary screen, cell-based, luminescence, HEK293T, StAR-luciferase reporter; inhibition, % at 3.6 µM; LRH-1 transfected, 24 h; actives 0.13% (n = 360,000);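 active = inhibition above the mean inhibition of all tested compounds plus 3 SD, cut at about 73% in these data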;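 also: 0% = DMSO wells and 100% = reporter-only cells lacking LRH-1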
TROY NFkB inh = inhibitors of TROY-driven NF-kB signaling, primary screen, Q293 LMP1-TROYcd cells, NF-kB luciferase, uHTS; Q293 LMP1-TROYcd NF-kB luciferase reporter, 4 h; inhibition, % at 10 µM; actives 0.98% (n = 360,000); AID 1347056, 2019;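 active = compounds whose plate-normalised and pattern-corrected inhibition of the luciferase reporter signal at the single screening dose is 50% or more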
NCOA3 inh = SRC3 coactivator transcriptional activity inhibitors, primary screen, cell-based, luminescence; actives 0.17% (n = 360,000); HEK293 GAL4-SRC3 luciferase reporter; inhibition, % at 3.6 µM;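 active = inhibition above a per-campaign cutoff, the mean of all compounds plus 3 SD, cut at about 60% in these data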;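 also: 0% = DMSO-treated cells and 100% = gossypol-treated cells at 36 µM; higher means less SRC3-driven luciferase light from the GAL4 reporter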
NOD2 RIPK2 PPI = NOD2-RIPK2 binding disruptors in cells, primary screen, fluorescence, CHO cells, BLA complementation; actives 0.38% (n = 360,000); Receptor-interacting serine/threonine-protein kinase 2 (Homo sapiens), O43353; CCF4 ratio; inhibition, % at 4.98 µM; AID 624267, 2012; in the data active = inhibition above about 21%;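 also: 0% = vehicle only and 100% = reference blocker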
Target sequence (O43353 whole entry, looked up): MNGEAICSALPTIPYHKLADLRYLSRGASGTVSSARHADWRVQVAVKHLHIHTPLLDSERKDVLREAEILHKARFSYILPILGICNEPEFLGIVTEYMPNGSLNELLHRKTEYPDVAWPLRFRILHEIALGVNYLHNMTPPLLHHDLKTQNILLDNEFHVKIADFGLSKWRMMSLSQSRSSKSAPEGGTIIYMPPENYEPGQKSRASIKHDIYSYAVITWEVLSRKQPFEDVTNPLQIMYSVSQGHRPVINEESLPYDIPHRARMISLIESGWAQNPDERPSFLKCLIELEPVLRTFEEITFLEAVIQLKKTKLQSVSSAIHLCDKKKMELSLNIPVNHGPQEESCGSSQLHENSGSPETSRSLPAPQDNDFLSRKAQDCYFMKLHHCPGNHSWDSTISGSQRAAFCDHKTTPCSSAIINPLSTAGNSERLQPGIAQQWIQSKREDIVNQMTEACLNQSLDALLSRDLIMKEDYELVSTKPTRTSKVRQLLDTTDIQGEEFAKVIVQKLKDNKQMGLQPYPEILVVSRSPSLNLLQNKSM
An asterisk follows results filed as active. Not all compounds are listed (hit frequency here may not be typical).

What do the screens show for `C[C@H](CO)N1C[C@H](C)[C@H](CN(C)C(=O)NC2CCCCC2)Oc2ncc(Br)cc2C1=O`?
COUP-TFII inh: -2; NCOA1 inh: -1; SRC2 inh: -2; TLR9-MyD88 inh: -7; EBV LMP1 NFkB: 4; TRAIL sens C8: 0; Vif inh: -13; NR5A2 inv ag: 15; TROY NFkB inh: -9; NCOA3 inh: -1; NOD2 RIPK2 PPI: -4

What do the screens show for `N#CCCn1cc(C(N)=O)c(-c2ccc3ccccc3c2)n1`?
COUP-TFII inh: -2; NCOA1 inh: 1; SRC2 inh: -9; TLR9-MyD88 inh: -1; EBV LMP1 NFkB: 1; TRAIL sens C8: -25; Vif inh: -4; NR5A2 inv ag: -11; TROY NFkB inh: -14; NCOA3 inh: -9; NOD2 RIPK2 PPI: -15

Results for O=C(CSCc1ccc(F)cc1)N1CCN(c2ccc(F)cc2)CC1 ?
COUP-TFII inh: 2; NCOA1 inh: -14; SRC2 inh: 6; TLR9-MyD88 inh: -6; EBV LMP1 NFkB: -8; TRAIL sens C8: 10; Vif inh: -15; NR5A2 inv ag: 1; TROY NFkB inh: 4; NCOA3 inh: 19; NOD2 RIPK2 PPI: -2

How did O=S(=O)(NCc1c(Cl)cccc1Oc1ccccc1)c1ccccc1 do in these assays?
COUP-TFII inh: 3; NCOA1 inh: 4; SRC2 inh: -29; TLR9-MyD88 inh: -2; EBV LMP1 NFkB: 2; TRAIL sens C8: 3; Vif inh: -6; NR5A2 inv ag: 3; TROY NFkB inh: 28; NCOA3 inh: 5; NOD2 RIPK2 PPI: -1

What do the screens show for `NS(=O)(=O)c1cc(C(=O)N=Nc2c(O)[nH]c3ccccc23)ccc1Cl`?
COUP-TFII inh: 5; NCOA1 inh: -8; SRC2 inh: -13; TLR9-MyD88 inh: -3; EBV LMP1 NFkB: 1; TRAIL sens C8: 9; Vif inh: -2; NR5A2 inv ag: -14; TROY NFkB inh: -8; NCOA3 inh: -12; NOD2 RIPK2 PPI: -8

How did Cc1ccc(C)c(S(=O)(=O)NCCN2CCOCC2)c1 do in these assays?
COUP-TFII inh: 19; NCOA1 inh: -13; SRC2 inh: 8; TLR9-MyD88 inh: -7; EBV LMP1 NFkB: 6; TRAIL sens C8: 13; Vif inh: 2; NR5A2 inv ag: 9; TROY NFkB inh: 6; NCOA3 inh: 8; NOD2 RIPK2 PPI: 4

Results for COc1ccc(/C=N/NC(=O)c2cccc(Br)c2)cc1COc1ccccn1 ?
COUP-TFII inh: -1; NCOA1 inh: -4; SRC2 inh: -21; TLR9-MyD88 inh: -12; EBV LMP1 NFkB: 6; TRAIL sens C8: 7; Vif inh: 2; NR5A2 inv ag: -7; TROY NFkB inh: -20; NCOA3 inh: 14; NOD2 RIPK2 PPI: -12

How did CC(=O)c1cccc(NC(=O)c2ccc(N(C)S(=O)(=O)c3ccc(C)cc3)cc2)c1 do in these assays?
COUP-TFII inh: 12; NCOA1 inh: -1; SRC2 inh: -10; TLR9-MyD88 inh: 0; EBV LMP1 NFkB: 3; TRAIL sens C8: 17; Vif inh: -11; NR5A2 inv ag: -3; TROY NFkB inh: -4; NCOA3 inh: 21; NOD2 RIPK2 PPI: 1

What do the screens show for `CCCCCN1CN(S(=O)(=O)c2cccs2)c2nc3ccccc3nc21`?
COUP-TFII inh: 10; NCOA1 inh: 2; SRC2 inh: 4; TLR9-MyD88 inh: -1; EBV LMP1 NFkB: -2; TRAIL sens C8: -10; Vif inh: -1; NR5A2 inv ag: -22; TROY NFkB inh: -1; NCOA3 inh: 2; NOD2 RIPK2 PPI: 9

Results for C[N+](C)(C)CCN1C(=O)c2ccccc2C1=O ?
COUP-TFII inh: -14; SRC2 inh: -30; TRAIL sens C8: -15; NR5A2 inv ag: 8; TROY NFkB inh: -12; NOD2 RIPK2 PPI: -10

Results for CCOC(=O)Cc1nn(Cc2nc(-c3ccc(C#N)cc3)cs2)c(=O)c2ccccc12 ?
COUP-TFII inh: 39*; NCOA1 inh: 3; SRC2 inh: 23; TLR9-MyD88 inh: -17; EBV LMP1 NFkB: 10; TRAIL sens C8: 13; Vif inh: -10; NR5A2 inv ag: -11; TROY NFkB inh: 13; NCOA3 inh: 11; NOD2 RIPK2 PPI: 0

How did COc1cc(-c2nc(CN(C)Cc3nnc(C)o3)c(C)o2)ccc1F do in these assays?
COUP-TFII inh: -15; NCOA1 inh: 5; SRC2 inh: -8; TLR9-MyD88 inh: -4; EBV LMP1 NFkB: 1; TRAIL sens C8: -7; Vif inh: -1; NR5A2 inv ag: -1; TROY NFkB inh: 14; NCOA3 inh: 6; NOD2 RIPK2 PPI: -3

Results for CCCCCCCCCCCC(=O)NC(C(=O)O)C(O)c1ccccc1 (stereo not drawn) ?
COUP-TFII inh: -33; NCOA1 inh: 18; SRC2 inh: -6; TLR9-MyD88 inh: -2; EBV LMP1 NFkB: 2; TRAIL sens C8: -4; Vif inh: 1; NR5A2 inv ag: 15; TROY NFkB inh: 4; NCOA3 inh: 19; NOD2 RIPK2 PPI: -14

What do the screens show for `CC(C)c1nnc(SCC(=O)N2CCc3ccccc32)n1N`?
COUP-TFII inh: 7; NCOA1 inh: -7; SRC2 inh: -9; TLR9-MyD88 inh: -7; EBV LMP1 NFkB: -14; TRAIL sens C8: -1; Vif inh: 4; NR5A2 inv ag: 1; TROY NFkB inh: -6; NCOA3 inh: -3; NOD2 RIPK2 PPI: -2

What do the screens show for `CCN(Cc1ccccc1)C(=O)CSc1n[nH]c(N)n1`?
COUP-TFII inh: -8; NCOA1 inh: 14; SRC2 inh: -7; TLR9-MyD88 inh: 0; EBV LMP1 NFkB: -19; TRAIL sens C8: -4; Vif inh: 31; NR5A2 inv ag: 16; TROY NFkB inh: 20; NCOA3 inh: 6; NOD2 RIPK2 PPI: -5

What do the screens show for `NC(=S)Nn1c(-c2ccccc2)nc2ccccc2c1=O`?
COUP-TFII inh: -8; NCOA1 inh: 13; SRC2 inh: -3; TLR9-MyD88 inh: -1; EBV LMP1 NFkB: -4; TRAIL sens C8: 18; Vif inh: 14; NR5A2 inv ag: 21; TROY NFkB inh: -20; NCOA3 inh: 15; NOD2 RIPK2 PPI: 5

Results for O=C(CNCc1ccccc1Cl)Nc1ccc(C(=O)N2CCCCC2)cc1 ?
COUP-TFII inh: -14; NCOA1 inh: 2; SRC2 inh: 1; TLR9-MyD88 inh: -5; EBV LMP1 NFkB: 12; TRAIL sens C8: -9; Vif inh: -8; NR5A2 inv ag: 3; TROY NFkB inh: -1; NCOA3 inh: 13; NOD2 RIPK2 PPI: -5

What do the screens show for `COC(=O)c1ccc(OC)c(CSc2nnc(-c3ccc(C)cc3)o2)c1`?
COUP-TFII inh: 10; NCOA1 inh: -1; SRC2 inh: 12; TLR9-MyD88 inh: 5; EBV LMP1 NFkB: -3; TRAIL sens C8: 11; Vif inh: -2; NR5A2 inv ag: 3; TROY NFkB inh: -11; NCOA3 inh: 8; NOD2 RIPK2 PPI: 7

What do the screens show for `NC(=O)c1cc(NC(=O)COC(=O)CCCN2C(=O)c3cccc4cccc(c34)C2=O)cc(C(N)=O)c1`?
COUP-TFII inh: -2; NCOA1 inh: -6; SRC2 inh: -19; TLR9-MyD88 inh: 3; EBV LMP1 NFkB: -1; TRAIL sens C8: -12; Vif inh: 9; NR5A2 inv ag: -2; TROY NFkB inh: -4; NCOA3 inh: -10; NOD2 RIPK2 PPI: 1

Results for CCn1cc([N+](=O)[O-])c(C(=O)Nc2nc3ccc(OC)cc3s2)n1 ?
COUP-TFII inh: -38; NCOA1 inh: 3; SRC2 inh: -9; TLR9-MyD88 inh: -9; EBV LMP1 NFkB: -5; TRAIL sens C8: 2; Vif inh: 5; NR5A2 inv ag: -11; TROY NFkB inh: 8; NCOA3 inh: 5; NOD2 RIPK2 PPI: -7

Results for CN(C)c1ccc(-c2n[nH]c(=S)n2-c2ccccc2)cc1 ?
COUP-TFII inh: 17; NCOA1 inh: -7; SRC2 inh: -3; TLR9-MyD88 inh: 3; EBV LMP1 NFkB: 12; TRAIL sens C8: 9; Vif inh: 14; NR5A2 inv ag: 7; TROY NFkB inh: 11; NCOA3 inh: 23; NOD2 RIPK2 PPI: -14

How did CCCCNC(=O)C(=O)Nc1ccc2c(c1)N(S(=O)(=O)c1cccs1)CCC2 do in these assays?
COUP-TFII inh: -6; NCOA1 inh: -24; SRC2 inh: 2; TLR9-MyD88 inh: -5; EBV LMP1 NFkB: 6; TRAIL sens C8: 16; Vif inh: 0; NR5A2 inv ag: 3; TROY NFkB inh: -10; NCOA3 inh: -28; NOD2 RIPK2 PPI: -9

What do the screens show for `Cc1onc(-c2c(F)cccc2Cl)c1C(=O)NC1CC1`?
COUP-TFII inh: -11; NCOA1 inh: -10; SRC2 inh: -8; TLR9-MyD88 inh: -7; EBV LMP1 NFkB: -14; TRAIL sens C8: 10; Vif inh: 3; NR5A2 inv ag: -2; TROY NFkB inh: 14; NCOA3 inh: 26; NOD2 RIPK2 PPI: -9

What do the screens show for `COc1ccc(NC(=O)N(C)C[C@@H]2OCc3cnnn3CCCC(=O)N([C@H](C)CO)C[C@@H]2C)cc1`?
COUP-TFII inh: 4; NCOA1 inh: 9; SRC2 inh: 19; TLR9-MyD88 inh: 1; EBV LMP1 NFkB: -5; TRAIL sens C8: -3; Vif inh: 5; NR5A2 inv ag: 30; TROY NFkB inh: -6; NCOA3 inh: 2; NOD2 RIPK2 PPI: -1

What do the screens show for `COc1ccc(C(=O)/C=C(\C)Nc2ccc3c(c2)OCO3)cc1`?
COUP-TFII inh: -14; NCOA1 inh: -25; SRC2 inh: -40; TLR9-MyD88 inh: 2; EBV LMP1 NFkB: -21; TRAIL sens C8: 6; Vif inh: 8; NR5A2 inv ag: 3; TROY NFkB inh: -17; NCOA3 inh: -16; NOD2 RIPK2 PPI: 2

Results for CC1(C)c2[nH]c3ccccc3c2C[C@@H]2C(=O)N(c3ccc(F)cc3F)C(=O)N21 ?
COUP-TFII inh: 12; NCOA1 inh: 0; SRC2 inh: -37; TLR9-MyD88 inh: -5; EBV LMP1 NFkB: -4; TRAIL sens C8: -2; Vif inh: 2; NR5A2 inv ag: 8; TROY NFkB inh: 12; NCOA3 inh: 8; NOD2 RIPK2 PPI: 8
